Bioassay records (PubChem)
STAT3 act: increases IL-6 driven STAT3 reporter signal; U3A cells, IL-6 STAT3-luciferase reporter, luminescence; 100% = signal with IL-6 EC80 alone; activation (% of control), % at 5.6 µM; hit rate 0.91% among 190,000;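 active = activation above the screen-wide mean of compound activation plus 3 SD, cut at about 130% in these data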;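 note: 0% = background luminescence of wells with medium and substrate only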
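system = STAT3-luciferase reporter U3A cells | reagent = IL-6 stimulus at 33 ng/mL final | timing = 1 h compound pre-exposure, 6 h IL-6 stimulation, 37 °C | measured by = luminescence | evaluation = % activation versus median of IL-6-stimulated wells | control set = IL-6-only wells as 100% reference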
bIAP inh: blocks bovine intestinal alkaline phosphatase activity | purified bovine IAP, CDP-star luminescence, 30 min | inhibition, % at 20 µM | 190,000 tested, under 10 active;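 active = over 50% inhibition of intestinal alkaline phosphatase at 20 µM in the single-dose screen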
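Incubation: 30 min reaction at room temperature / Material: purified bovine intestinal alkaline phosphatase (IAP) enzyme / Input: enzyme at 1/65,000,000 dilution / Dosing: 20 µM single dose / Signal: CDP-star luminescence signal / Reagent: CDP-star chemiluminescent phosphatase substrate, 30 µM final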
PPARg SRC1 recr: agonists of human PPARgamma SRC-1 coactivator recruitment | PPARgamma-SRC-1 coactivator recruitment biochemical assay | AID 631 | hit rate 0.41% among 200,000 | activation, % at 8 µM; in the data active = activation above about 19%;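 note: 0% = DMSO and 100% = reference agonist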
Target sequence (P37231 whole entry, looked up): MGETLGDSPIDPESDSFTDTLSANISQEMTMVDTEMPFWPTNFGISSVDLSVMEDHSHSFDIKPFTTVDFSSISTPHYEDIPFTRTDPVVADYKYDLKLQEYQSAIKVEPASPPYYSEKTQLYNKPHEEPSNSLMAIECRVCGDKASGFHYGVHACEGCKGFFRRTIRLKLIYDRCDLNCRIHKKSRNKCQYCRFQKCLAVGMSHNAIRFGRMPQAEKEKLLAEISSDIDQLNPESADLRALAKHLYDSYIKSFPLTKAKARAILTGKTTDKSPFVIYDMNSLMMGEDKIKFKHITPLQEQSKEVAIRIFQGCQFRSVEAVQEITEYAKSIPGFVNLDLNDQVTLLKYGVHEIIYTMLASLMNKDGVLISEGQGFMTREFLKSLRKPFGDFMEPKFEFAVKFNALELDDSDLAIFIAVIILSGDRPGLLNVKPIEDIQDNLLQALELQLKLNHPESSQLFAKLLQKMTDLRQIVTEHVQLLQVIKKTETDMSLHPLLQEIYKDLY
TR-FRET SRC-2 ct: flags TR-FRET format artefacts in PPARgamma SRC-2 recruitment agonist screen. TR-FRET artefact counter-screen; active compounds read high. TR-FRET ratio at 8 µM. hit rate 0.4% among 200,000. AID 1049; in the data active = TR-FRET ratio above about 2000; note: inactives centre near 1500
ROMK mod: modulators of human ROMK potassium channel; P48048; Tet-inducible ROMK, thallium flux fluorescence; actives lie on both sides; B-score at 10 µM; hit rate 2% among 130,000; AID 1918;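 active = signal ratio slope over the read window, or its plate-corrected B-score, at least 3 SD from the plate mean, either direction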;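 note: B-score of the F/F0 ratio slope over 7 to 12 s after thallium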
Target sequence (P48048 whole entry, looked up): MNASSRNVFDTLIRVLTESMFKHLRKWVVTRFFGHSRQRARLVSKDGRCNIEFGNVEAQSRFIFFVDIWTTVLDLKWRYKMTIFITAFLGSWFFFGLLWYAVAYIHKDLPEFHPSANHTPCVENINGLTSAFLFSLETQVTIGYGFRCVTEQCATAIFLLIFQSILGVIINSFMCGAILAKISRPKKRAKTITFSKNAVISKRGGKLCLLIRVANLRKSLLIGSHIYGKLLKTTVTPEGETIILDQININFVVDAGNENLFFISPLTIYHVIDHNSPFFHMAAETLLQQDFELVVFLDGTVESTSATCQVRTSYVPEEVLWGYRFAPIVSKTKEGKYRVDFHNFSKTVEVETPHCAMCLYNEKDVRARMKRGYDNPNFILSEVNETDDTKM
PPARg SRC2 recr: promotes SRC-2 coactivator recruitment by human PPARgamma; P37231; PPARgamma LBD-SRC-2 recruitment, biochemical; activation, % at 8 µM; hit rate 0.34% among 200,000; in the data active = activation above about 22%;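 note: 0% = vehicle and 100% = reference agonist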
PPARg SRC-3 ag: promotes SRC-3 coactivator recruitment by human PPARgamma. hit rate 0.26% among 200,000. biochemical PPARgamma/SRC-3 coactivator recruitment assay. activation, % at 8 µM. P37231. AID 731; in the data active = activation above about 23%;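 note: 0% = DMSO and 100% = reference agonist; some compounds past the cut are filed as inactive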
STAT3 inh: reduces IL-6 driven STAT3 reporter signal. U3A cells, IL-6 STAT3-luciferase reporter, luminescence; host cell line lacks STAT1. AID 862. inhibition, % at 5.5 µM. hit rate 0.89% among 190,000;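 active = inhibition above the mean inhibition across all screened compounds plus 3 SD, cut at about 44% in these data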;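 note: 0% = DMSO only wells and 100% = 100 µM nifuroxazide control wells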
STAT1 blocker: inhibitors of IFN-gamma induced STAT1 signaling | NIH 3T3 STAT1-luciferase reporter, luminescence | inhibition, % at 5.5 µM | hit rate 0.35% among 200,000 | AID 920;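 active = inhibition above a set limit, the mean inhibition across all tested compounds plus 3 SD, cut at about 34% in these data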;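 note: 0% = IFN-gamma with DMSO and 100% = IFN-gamma with 300 µM nifuroxazide; values of inactives mirror those of a sister screen read the other way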
bIAP activator: intestinal alkaline phosphatase (bovine) activation; purified bovine IAP, CDP-star luminescence, 30 min; active compounds read high; fold of DMSO-control signal, blank-subtracted; activation factor at 20 µM; hit rate 0.17% among 200,000;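 active = activation factor of 2 or more at 20 µM, a signal rise over negative controls twice the positive control's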
TNAP act hiacc: increases human TNAP activity under high phosphate acceptor concentration; P05186; AID 1136; purified TNAP, CDP-star luminescence, 1 M DEA, 30 min; active compounds read high; 0 = EDTA background, 1 = DMSO-only activity; activation factor at 20 µM; 200,000 tested, under 10 active;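 active = activation factor at least 2 at 20 µM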
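Assay system: human TNAP; Input: enzyme diluted 1/800 final; Reagent: CDP-star luminogenic substrate at 100 µM final; Timing: 30 min, room temperature; Signal: luminescence; Evaluation: TNAP activation factor scaled between EDTA and DMSO control wells.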
Starred values were filed as active, the others as inactive; . = not tested or not shown; & = joins results of further samples. Not a hit list. About 3.7% of those tested had a hit in this group.

SMILES	STAT3 act	bIAP inh	PPARg SRC1 recr	TR-FRET SRC-2 ct	ROMK mod	PPARg SRC2 recr	PPARg SRC-3 ag	STAT3 inh	STAT1 blocker	bIAP activator	TNAP act hiacc
O=C(CN1C(=O)/C(=C\C=C\c2ccccc2)SC1=S)Nc1ccc(F)cc1	97	0	6	1682	.	-3	7	5	1	1	0.9
Cc1ccccc1C(=O)NNC(=O)CCC(=O)Nc1cccc(Cl)c1C	99	28	6	1648	.	10	0	4	-1	0.7	1
COc1cccc(NC(=O)C(OC(=O)c2ccccc2NS(=O)(=O)c2cccs2)c2ccccc2)c1 (stereo unspecified)	107	2	3	1599	.	1	1	-3	-1	1	1
CSc1ccc(C2C(C#N)=C(N)Oc3cc4c(cc32)OCO4)cc1 (stereo unspecified)	117	2	0	1496	.	3	9	-20	-1	1	1
O=C(CCc1nnc(Cc2ccc(-c3ccccc3)cc2)o1)NCCc1cccnc1	96	-9	7	1519	.	0	2	10	-2	1.1	1.1
N=c1c2c(-c3ccccc3)c(-c3ccccc3)n(Cc3ccccc3)c2ncn1CCCO	108	-41	4	1662	.	4	-1	-4	-2	1.4	1.1
COC(=O)C1=NN(C(=O)c2ccccc2)C(C)(O)C1 (stereo unspecified)	93	-20	9	1612	1.6	15	-2	9	4	1.2	1
CC(N=Cc1nc(-c2ccccc2)oc1O)c1ccccc1 (stereo unspecified)	105	34	10	1421	-0.36	3	2	-9	-4	0.7	1
CC1/C(=N/O)C(CN(C)C)C2CC1C2(C)C (stereo unspecified)	101	11	-4	1416	.	-3	6	1	-4	0.9	1
Cc1cc(/C=C\c2ccccc2)nc2ccccc12	130	17	-2	1588	1.3	7	1	-32	-49	0.8	1.1

The closing 4 records of the section above open the next one.
SMILES	STAT3 act	bIAP inh	PPARg SRC1 recr	TR-FRET SRC-2 ct	ROMK mod	PPARg SRC2 recr	PPARg SRC-3 ag	STAT3 inh	STAT1 blocker	bIAP activator	TNAP act hiacc
COC(=O)C1=NN(C(=O)c2ccccc2)C(C)(O)C1 (stereo unspecified)	93	-20	9	1612	1.6	15	-2	9	4	1.2	1
CC(N=Cc1nc(-c2ccccc2)oc1O)c1ccccc1 (stereo unspecified)	105	34	10	1421	-0.36	3	2	-9	-4	0.7	1
CC1/C(=N/O)C(CN(C)C)C2CC1C2(C)C (stereo unspecified)	101	11	-4	1416	.	-3	6	1	-4	0.9	1
Cc1cc(/C=C\c2ccccc2)nc2ccccc12	130	17	-2	1588	1.3	7	1	-32	-49	0.8	1.1
C=CCn1c(C2CC(=O)N(c3ccc(C)cc3)C2)nc2ccccc21 (stereo unspecified)	97	-6	8	1552	-0.7	0	4	5	-5	1.1	1
CC(C)OC(=O)/C(=C\c1cccnc1)NC(=O)c1ccccc1	94	7	-4	1555	-0.041	-4	4	15	1	0.9	1
O=C(NCCCN1CCCCC1)C1CCC(=O)N1CCc1ccccc1 (stereo unspecified)	105	-20	0	1445	-0.23	7	5	2	-1	1.2	1.1
Cc1ccc(NC(=O)C(=O)NCc2ccc(/C=C(/C#N)C(=O)NCc3cccnc3)o2)cc1	87	-2	6	1634	.	3	14	25	2	1	1
CCOC(=O)Cc1cnc(NC(=O)CSc2nc(C)cc(C)n2)s1	97	-19	4	1601	-0.62	2	3	7	4	1.2	1
Cc1cc(NC(=O)CC#N)n(-c2ccccc2)n1	97	-1	8	1732	0.0057	8	3	12	2	1	1.1
CC(Oc1ccccc1Cl)C(=O)/C=C/N(C)C (stereo unspecified)	95	1	-6	1424	.	-5	-5	12	-4	1	1
CCCCNC(=O)c1nc2ncc(Br)cn2n1	103	14	-4	1743	.	9	3	2	2	0.9	1.1
CCOC(=O)c1c(C)[nH]c(C)c1C(=O)CSc1nc2ccccc2n1CCOC	98	14	1	1488	.	7	3	8	-1	0.9	1
Cn1c(=O)c2c(nc(NCc3ccc4c(c3)OCO4)n2C)n(C)c1=O	103	1	4	1633	-0.1	0	8	-1	3	1	1.1
CC(C)CCN1CCN(Cc2ccc(C#CCCO)cc2)CC1CCO (stereo unspecified)	109	1	2	1525	.	1	4	-5	-6	1	1.1
COC(=O)c1ccccc1NC(=O)C1CC(=O)N(c2ccccc2)C1 (stereo unspecified)	80	11	-3	1447	.	-6	4	26	11	0.9	1.1
CC1=C(C#N)C2(O)C(=O)c3ccccc3C2(O)N1 (stereo unspecified)	96	17	-4	1400	1.9	0	-3	6	1	0.8	1
C=CCc1ccccc1OCCn1ccnc1	111	15	-6	1490	.	-1	-8	-9	11	0.8	1.1
Cc1ccccc1NC(=S)NCCc1c[nH]c2ccccc12	101	3	0	1525	-2.2	-4	-2	-4	17	1	1
CCCC(=O)NC(c1ccco1)c1cc([N+](=O)[O-])c2cccnc2c1O (stereo unspecified)	96	0	7	1451	.	4	2	8	6	1	0.8
COc1ccc(CCNC(=O)CCCOc2ccc(C)cc2)cc1OC	91	3	-6	1506	-0.79	7	-2	11	3	1	1
c1cnc(N2CCN(Cc3ccc4c(c3)OCO4)CC2)cn1	107	4	-1	1539	-0.31	0	4	-3	-5	1	1
O=C1CCCC(O)=C1N=Nc1ccc2ncsc2c1	100	6	6	1871	-0.17	6	10	0	10	0.9	0.8
COc1ccc(S(=O)(=O)N2CCCN(Cc3cccc(F)c3)CC2)cc1	97	0	8	1437	-1.5	-3	-9	7	4	1	1
CC(NC(=O)OC1CCCCC1)N1C(=O)C2C3C=CC(C3)C2C1=O (stereo unspecified)	111	8	8	1517	.	-8	-16	-7	-11	0.9	1
CCOC(=O)C1CCCN(C(=O)COC(=O)C2=COCCO2)C1 (stereo unspecified)	105	5	-2	1637	.	3	-2	-2	-7	1	1
CN(C)S(=O)(=O)c1ccc(C(=O)Nc2ccnn2C2CCCCC2)cc1	101	13	-5	1535	.	-6	-3	3	6	0.9	1
CC(C(O)c1ccc(O)cc1)N1CCC(Cc2ccccc2)CC1 (stereo unspecified)	92	9&1	-1&-4	1524&1527	-1.5	6&-8	0&-2	12	-5	0.9&1	1.1&1
O=C(Cc1ccc(Cl)cc1)Nc1nc2ccccc2[nH]1	107	13	-6	1387	-0.14	-2	-4	-2	-14	0.9	1.1
O=S(=O)(c1ccc(F)cc1)n1ccc(-c2cnc(-c3ccccc3)s2)n1	86	-3	2	1662	.	-7	9	22	-17	1	1.1
COCCNC(=O)c1sc2ncn(CC(=O)N3CCCCC3)c(=O)c2c1C	101	-5	-3	1449	0.76	9	-5	5	-3	1	1
CC1(C)CC(=O)C2=C(C1)C(c1cn(-c3ccccc3)nc1-c1ccccc1)C(C#N)=C(N)O2 (stereo unspecified)	109	-16	-2	1613	.	-2	0	-10	0	1.2	1
CO/N=C/C(=N\Nc1ccc(OC)cc1)C(=O)c1ccc(OC)cc1	100	30	-2	1340	0.017	-1	5	0	0	0.7	0.9
Cc1noc(C(=O)Nc2ccccc2C(F)(F)F)c1Cl	102	7	7	1423	.	4	8	-1	-7	0.9	1
O=C(NCc1cccs1)c1nc(-c2cccs2)no1	100	5	0	1658	0.51	-3	2	9	-18	0.9	1
Cc1cccc(/C(N)=N/OC(=O)CCC2CCCCC2)c1	102	6	-4	1407	0.32	1	-4	6	-13	0.9	1
Cc1ccc2nc(-c3ccc(NC(=O)COC(=O)c4cncc(Br)c4)cc3)sc2c1	98	43	10	1675	.	-5	3	8	-48	0.6	1
Nc1ccccc1SCC(=O)Nc1nccs1	98	4	10	1553	1.1	-4	0	8	-6	1	1.1
O=C(O)c1ccc(Cn2c(SCc3cc(=O)n4cc(Br)ccc4n3)nc3ccsc3c2=O)cc1	99	-28	12	1892	-0.042	15	7	6	-2	1.3	1
COc1ccccc1NS(=O)(=O)c1ccc(S(=O)(=O)N2CCOCC2)cc1	101	-14	-3	1539	-0.57	2	0	1	0	1.1	1
C=CCn1c(COc2cccc3ccc(C)nc23)nnc1SCC(=O)OC	113	2	7	1550	0.92	-1	8	-18	-3	1	1
COc1ccc(OCCN2C(=O)NC(C)(c3ccc(C)cc3)C2=O)cc1 (stereo unspecified)	103	-16	0	1551	.	2	0	1	0	1.2	1
Cc1ccc(O)c(C2=NCCNC(C(F)(F)F)=C2)c1	100	30	9	1381	-0.74	3	-6	-4	-10	0.7	1
C#CCOc1nc(Nc2cccc([N+](=O)[O-])c2)nc(OCC#C)n1	98	5	6	1677	-0.26	16	6	3	0	0.9	1.1
O=C(NCc1ccco1)/C(=C\c1cccs1)NC(=O)c1cccs1	106	7	2	1578	-1.8	3	2	0	-8	0.9	1
COC(=O)c1sccc1NC(=O)c1cc(OC)c(OC)c(OC)c1	88	4	3	1502	.	-3	-11	18	-4	1	1.1
CC(NC(=O)C(NC(=O)C1CCCN1C(=O)OC(C)(C)C)C(C)C)C(N)=O (stereo unspecified)	103	-11	-4	1541	.	-10	12	0	-6	1.1	1
CCOC(=O)c1ccc(S(=O)(=O)N2CCN(C(=O)c3cc(=O)c4ccccc4o3)CC2)cc1	107	0	6	1646	-0.71	1	-1	2	10	1	1
CC(=O)c1ccc(N2CCC(c3cc(-c4ccc(Cl)cc4)n[nH]3)CC2)c([N+](=O)[O-])c1	93	9	-3	1485	.	-3	-11	18	7	0.9	0.9
COc1cccc(C(=O)Nc2sc3c(c2C#N)CCN(C(C)=O)C3)c1	88	-5	5	1637	0.86	5	9	19	12	1	1
COc1ccc(C(=O)C[n+]2cn(C(F)F)c3ccccc32)c(F)c1	110	4	-2	1392	0.12	4	0	-5	-35	1	1.1
CC(C)(C)OC(=O)N1CCN(c2ccc([N+](=O)[O-])cc2)CC1	89	13	5	1598	-1.5	3	1	16	11	0.9	0.9
O=C(O)CSc1nnnn1-c1ccccc1	103	12	4	1661	-0.53	6	2	-3	-5	0.9	1
N/C(=N\OC(=O)c1cc(Cl)ccc1Cl)c1ccccn1	70	-2	-4	1718	.	-1	1	36	-17	1	1.1

Carrying on:
SMILES	STAT3 act	bIAP inh	PPARg SRC1 recr	TR-FRET SRC-2 ct	ROMK mod	PPARg SRC2 recr	PPARg SRC-3 ag	STAT3 inh	STAT1 blocker	bIAP activator	TNAP act hiacc
CC/C(O)=C1\C(=O)CCCC1=NCc1nc2ccccc2[nH]1	92	2	12	1623	.	6	6	11	13	1	1
O=C(Nc1ccc(F)c(F)c1)c1ccccc1-c1ccccc1	101	-3	-4	1623	.	-5	-1	-2	0	1	1
O=C(Oc1ccc(Br)cc1C(=S)N1CCCCC1)c1cc([N+](=O)[O-])cc([N+](=O)[O-])c1	103	19	1	1520	.	-6	5	-2	0	0.8	1
CCNC(=S)N1CCC(NC(=O)C2CCCCC2)CC1	104	4	-4	1431	.	-1	-3	0	-6	1	1.1
